IDE inh – human IDE inhibitors in live cells, primary screen, fluorescence polarization, HEK cells, FAbetaB substrate; Insulin-degrading enzyme (Homo sapiens), P14735; FAbetaB cleavage; inhibition, % at 5.59 µM; 320,000 tested, 0.41% active;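 active = percent inhibition above the average of all tested compounds plus 3 SD, set per screening campaign, cut at about 16% in these data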;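 also: IDE supplied by intact live HEK cells; FP after avidin binding of uncleaved biotin substrate so inhibition keeps polarization high; 0% = DMSO wells and 100% = 60 µM reference IDE inhibitor Ii1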
MEKK2 mut-MEK5 – MEK5 binding signal on mutant MEKK2 PB1, primary screen, biochemical, multiplex bead flow cytometry, Alexa488-MEK5 | Alexa488-MEK5 binding to MEKK2 mutant | percent response, % at 10 µM | 290,000 tested, 0.35% active; in the data active = percent response above about 24%, passing the limit was not always enough; also: inactives centre near 1; some results filed as inactive read as strong as hits; reference of the scale not given here
IDE act – human IDE activators in live cells, primary screen, fluorescence polarization, HEK cells, FAbeta-B substrate; FAbeta-B cleavage; 0% vehicle, 100% cell-free pure enzyme wells; activation, % at 5.96 µM; 340,000 tested, 0.073% active; AID 493087, 2011;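 active = activation above the mean of all tested compounds plus 3 SD, set per screening campaign, cut at about 17% in these data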
PfM18AAP inh – PfM18AAP inhibitors, malaria aminopeptidase, primary screen, biochemical, QFRET, recombinant enzyme. M18 aspartyl aminopeptidase (Plasmodium falciparum 3D7). H-Glu-NHMec fluorogenic cleavage. inhibition, % at 7.35 µM. 290,000 tested, 1.2% active. AID 1822, 2009;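 active = inhibition above the campaign mean inhibition over all tested compounds plus 3 SD, cut at about 28% in these data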;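 also: 0% = plate median of test compound wells and 100% = 2 mM ZnCl2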
MEKK3 PB1 HTS – modulators of MEKK3-MEK5 PB1 binding, primary screen, biochemical, wildtype MEKK3, multiplex bead flow cytometry, Alexa488-MEK5; Mitogen-activated protein kinase kinase kinase 3 (Homo sapiens), Q99759; bead-based flow cytometry, Alexa488-MEK5 binding to MEKK3; actives lie on both sides; 0 = blocked by unlabeled MEK5, 100 = vehicle; binding response (% of control), % at 10 µM; 290,000 tested, 1.4% active; AID 1529, 2009;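 active = binding response more than 3 SD above or below the average of its plate-row segment, actives on both sides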;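 also: Alexa488 bead fluorescence after subtracting the streptavidin-only scavenger bead signal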
MEKK2wt PB1 HTS – modulators of MEK5 binding to wildtype MEKK2, primary screen, biochemical, multiplex bead flow cytometry, Alexa488-MEK5; 290,000 tested, 1.1% active; Alexa488-MEK5 binding to MEKK2 WT; actives lie on both sides; binding response (% of control), % at 10 µM; in the data active = binding response below about 67% or above about 130%
NALP1 inh – NALP1 inflammasome inhibitors in reconstituted yeast, colorimetric, S. cerevisiae, triplicate retest; S. cerevisiae NALP1/ASC/caspase-1 growth, X-gal OD620, 72 h; inhibition, % at 10 µM; 280,000 tested, 0.61% active; in the data active = inhibition mostly above about 24%, no sharp cut-off; inactive = mostly below about 32%; also: some compounds called inactive have numbers as strong as hits
p-CIP stab down – p/CIP-EGFP fusion destabilizers, primary screen, fluorescence, F442A cells; Q05BA5; 16 h; 290,000 tested, 0.01% active; decrease of EGFP signal, % at 10 µM; AID 1984, 2009;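 active = EGFP signal decrease of at least 30% at 10 µM or well 3 SD below plate mean, unless failing retest; inactive = the rest, including hits failing retest or dose response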; also: some compounds called inactive have numbers as strong as hits; many of its hits are not listed in these tables
Target sequence (Q05BA5 1-1403): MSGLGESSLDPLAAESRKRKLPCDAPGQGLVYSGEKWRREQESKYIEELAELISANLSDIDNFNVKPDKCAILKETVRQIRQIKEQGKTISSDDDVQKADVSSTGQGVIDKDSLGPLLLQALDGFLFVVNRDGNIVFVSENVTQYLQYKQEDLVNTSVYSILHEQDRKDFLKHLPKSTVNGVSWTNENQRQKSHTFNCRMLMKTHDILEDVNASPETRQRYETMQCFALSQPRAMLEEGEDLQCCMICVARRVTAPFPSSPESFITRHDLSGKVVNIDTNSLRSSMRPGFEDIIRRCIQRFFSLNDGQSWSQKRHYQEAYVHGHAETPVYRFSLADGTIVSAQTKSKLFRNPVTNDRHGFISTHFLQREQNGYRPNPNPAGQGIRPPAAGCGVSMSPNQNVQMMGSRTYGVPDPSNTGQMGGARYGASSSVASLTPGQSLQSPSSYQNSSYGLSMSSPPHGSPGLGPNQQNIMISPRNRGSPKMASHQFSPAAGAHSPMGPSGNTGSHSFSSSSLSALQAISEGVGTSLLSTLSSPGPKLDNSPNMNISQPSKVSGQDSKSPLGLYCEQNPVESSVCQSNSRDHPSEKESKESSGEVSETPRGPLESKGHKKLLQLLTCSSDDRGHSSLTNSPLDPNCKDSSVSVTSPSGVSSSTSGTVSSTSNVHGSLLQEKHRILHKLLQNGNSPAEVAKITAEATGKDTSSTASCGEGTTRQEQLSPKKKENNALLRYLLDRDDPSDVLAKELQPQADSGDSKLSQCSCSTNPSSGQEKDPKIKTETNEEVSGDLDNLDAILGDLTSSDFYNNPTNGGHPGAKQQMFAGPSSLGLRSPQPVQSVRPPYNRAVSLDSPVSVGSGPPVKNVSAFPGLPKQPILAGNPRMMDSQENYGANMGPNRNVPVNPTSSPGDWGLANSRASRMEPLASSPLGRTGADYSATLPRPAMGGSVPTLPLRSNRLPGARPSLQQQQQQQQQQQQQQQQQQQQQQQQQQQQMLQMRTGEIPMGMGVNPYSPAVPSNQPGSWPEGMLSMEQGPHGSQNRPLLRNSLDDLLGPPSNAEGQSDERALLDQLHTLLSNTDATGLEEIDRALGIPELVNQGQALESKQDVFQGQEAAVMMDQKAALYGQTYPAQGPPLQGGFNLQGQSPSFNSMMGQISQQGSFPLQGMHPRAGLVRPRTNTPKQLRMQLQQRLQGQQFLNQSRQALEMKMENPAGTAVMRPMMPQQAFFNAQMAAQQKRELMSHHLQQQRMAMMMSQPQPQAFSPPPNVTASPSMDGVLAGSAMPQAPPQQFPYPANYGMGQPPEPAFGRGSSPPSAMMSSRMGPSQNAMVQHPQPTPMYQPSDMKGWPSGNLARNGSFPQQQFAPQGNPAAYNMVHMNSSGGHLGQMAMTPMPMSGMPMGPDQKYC
UBC9 SUMO inh – inhibitors of in vitro SUMOylation cascade, primary screen, biochemical, HTRF, uHTS; 290,000 tested, 0.36% active; inhibition, % at 35 µM; HTRF SUMOylation assay, SAE1/SAE2 + UBC9; SUMO-conjugating enzyme UBC9 (Homo sapiens), P63279; in the data active = inhibition above about 50%, passing the limit was not always enough; also: strong numbers were not always called active
Active calls of the source: *; · = not tested or not shown; [ ] = remark or other dose. The list is partial. The share of hits here may be higher or lower than overall.

SMILES	IDE inh	MEKK2 mut-MEK5	IDE act	PfM18AAP inh	MEKK3 PB1 HTS	MEKK2wt PB1 HTS	NALP1 inh	p-CIP stab down	UBC9 SUMO inh
O=C(Nc1ccc(S(=O)(=O)N2CCOCC2)cc1)C1CC(=O)N(c2ccc(F)cc2)C1 (stereo not drawn)	1	3	5	3	99	101	-33	-12	10
CCOC1=C/C(=C/c2c(N)n3nc(-c4ccccc4)sc3nc2=O)C=CC1=O	·	0	·	8	115	105	-9	-48	29
Cc1ccc(NC2CCCN(C(=O)C3CCCCC3)C2)cc1C (stereo not drawn)	-5	-9	1	14	95	91	-54	-1	-4
CN=c1scc(-c2cccs2)n1/N=C/c1ccccc1O	4	-3	-3	6	101	102	·	-9	-11
COc1ccc(-c2nc(NC(=O)C3CC(=O)N(c4ccc5c(c4)OCCO5)C3)sc2C)cc1 (stereo not drawn)	5	0	-9	6	115	112	22	-22	-13
Cc1ccc(-c2nnn3c2nc(NCCc2ccc(S(N)(=O)=O)cc2)c2ccccc23)cc1	3	-2	-2	-10	92	84	5	-6	7
Cc1ccc2cc(CCNC(=O)c3ccc(S(=O)(=O)N4CCOCC4)cc3)c(=O)[nH]c2c1	1	8	-1	2	103	103	-7	-1	16
O=C(COc1ccc(Cl)cc1)Nc1ccc2c(c1)OCO2	-1	-1	4	-1	101	100	5	-3	6
Cc1cc(Cl)ccc1NC(=O)CSc1nnc(-c2ccncc2)n1Cc1ccco1	3	2	-3	-50	104	101	7	-3	2
c1csc(C2C3=C(Nc4ncnn42)c2ccccc2OC3)c1 (stereo not drawn)	8	4	0	16	108	104	-2	-4	47
Cn1cc(S(=O)(=O)N2CCCC(C(=O)O)C2)cn1 (stereo not drawn)	4	-13	8	-14	83	85	2	3	17
CSC1=NCCN1C(=O)c1ccc2ccccc2c1	0	0	6	3	109	110	·	-6	11
O=C(NC1CCCC1)C(c1ccccn1)N(C(=O)c1csnn1)c1ccccc1F (stereo not drawn)	3	7	2	1	101	103	7	8	-4
Cc1cc(Br)ccc1SCC(=O)OCC(=O)NC1CCCC1	0	-1	2	-14	125	113	-16	-4	-2
Cn1c(=O)[nH]c(=O)c2c1nc(SCCN1CCOCC1)n2CCCc1ccccc1	5	8	6	-7	105	108	5	-2	-1
Cc1ccc(N(CC(=O)Nc2ccc(F)c(Cl)c2)S(=O)(=O)c2c(C)noc2C)cc1	1	4	-1	-12	107	114	-6	2	-30
C=CCNc1nc(S(=O)Cc2ccc(C)cc2)nc2c1CCCC2 (stereo not drawn)	2	-5	5	-1	103	97	-21	-18	-1
COCCNC(=O)COc1ccc(C)cc1C	-1	1	4	-2	102	99	-4	-7	-8
CC1=Nn2c(nnc2-c2ccccc2Cl)SC1	-2	-1	2	2	100	97	13	-4	-13
COCc1c(C(=O)N/N=C/C2CC=CCC2)nnn1-c1nonc1N (stereo not drawn)	5	-4	2	3	87	93	2	-2	-1
COc1ccccc1C(=O)Nc1c(C(=O)N(CCN(C)C)Cc2ccco2)oc2ccccc12	10	22	4	-16	101	133	0	-5	7
Cc1cc(=O)n2nc(N3CCC(C(=O)Nc4c(F)c(F)c(F)c(F)c4F)CC3)sc2n1	-4	-3	2	4	99	95	-8	5	0
O=C(Nc1ccc(N2CCOCC2)cc1)C1(c2ccc(Cl)cc2)CCC1	2	3	5	2	101	104	-16	0	-4
COc1ccc(NC(=O)c2cc3c(CO)cnc(C)c3oc2=Nc2cc(OC)cc(OC)c2)cc1	-6	0	2	-5	98	102	10	-8	-3
CCOC(=O)/C=C1/N(C)c2ccccc2C1(C)C	-4	-16	5	2	92	92	·	0	-32

The list goes on, overlapping the part above by 6 compounds.
SMILES	IDE inh	MEKK2 mut-MEK5	IDE act	PfM18AAP inh	MEKK3 PB1 HTS	MEKK2wt PB1 HTS	NALP1 inh	p-CIP stab down	UBC9 SUMO inh
COCc1c(C(=O)N/N=C/C2CC=CCC2)nnn1-c1nonc1N (stereo not drawn)	5	-4	2	3	87	93	2	-2	-1
COc1ccccc1C(=O)Nc1c(C(=O)N(CCN(C)C)Cc2ccco2)oc2ccccc12	10	22	4	-16	101	133	0	-5	7
Cc1cc(=O)n2nc(N3CCC(C(=O)Nc4c(F)c(F)c(F)c(F)c4F)CC3)sc2n1	-4	-3	2	4	99	95	-8	5	0
O=C(Nc1ccc(N2CCOCC2)cc1)C1(c2ccc(Cl)cc2)CCC1	2	3	5	2	101	104	-16	0	-4
COc1ccc(NC(=O)c2cc3c(CO)cnc(C)c3oc2=Nc2cc(OC)cc(OC)c2)cc1	-6	0	2	-5	98	102	10	-8	-3
CCOC(=O)/C=C1/N(C)c2ccccc2C1(C)C	-4	-16	5	2	92	92	·	0	-32
Clc1ccc2c(c1)C(N1CCNCC1)=Nc1ccccc1O2	5	6	4	-4	77	103	18	14	-16
CCOc1cc(N2CCOCC2)c(OCC)cc1NC(=O)CSc1ncn[nH]1	10	-8	3	49*	84	88	-2	-4	-8
O=C(Nc1cccc2c1CCCC2)c1cccc(F)c1	4	5	-1	2	107	105	-21	-4	9
CN(C)Cc1c(C(=O)N/N=C/c2ccc(OCc3ccc(F)cc3)cc2)nnn1-c1nonc1N	5	-7	2	-4	100	97	19	-2	-14
COc1ccc(/C=C2\SC(=S)N(CCC(=O)Nc3cccc(O)c3)C2=O)cc1	·	-1	6	-1	99	92	2	2	22
COc1ccccc1-n1c(CNC(=O)c2ccccc2)nnc1SCC(=O)Nc1nnc(C)s1	5	7	-5	1	105	103	3	0	5
O=C(CSc1nnnn1-c1cccnc1)Nc1cccc(Cl)c1	1	9	2	10	100	102	1	-9	6
CCN(CCO)Cc1cc(=O)oc2cc3c(cc12)CCC3	-1	5	5	0	103	99	-2	-5	16
O=C(NCCCN1CCCC1=O)c1cccc(C(F)(F)F)c1	2	-7	5	-1	87	93	10	-10	26
CCCSc1nnc2n(C)c(=O)c3c4c(sc3n12)CCC4	1	4	-1	-11	106	110	-1	-10	11
CCOc1c2c(nc3ccc(Cl)cc13)CCC2	5	1	3	0	90	97	5	10	0
Cc1cccc(NC(=O)N(Cc2cc3cc(C)ccc3[nH]c2=O)CC2COCCO2)c1 (stereo not drawn)	-5	-14	5	-10	105	88	4	1	-7
CC(C)c1c(C(=O)N/N=C/c2ccc(C(F)(F)F)cc2)nnn1-c1nonc1N	11	-4	-7	-11	96	92	19	-1	-7
CCOC(=O)c1ccccc1NC1c2ccccc2C(=O)N1c1cc(C)ccn1 (stereo not drawn)	0	9	-3	5	112	111	-6	-8	-18
O=C(COc1cc(Cl)c(Cl)cc1Cl)Nn1cnnc1	0	6	4	30*	120	106	5	-10	17
COc1cccc(-n2c(SCC(=O)NC3CCCC3)nnc2-c2ccco2)c1	7	4	6	-10	96	107	-2	5	-3
CN(c1cccc(NC(=O)CN(c2cccc(Cl)c2)S(=O)(=O)c2ccccc2)c1)S(C)(=O)=O	3	8	4	-9	97	112	29	-3	-14
COc1cccc(-c2cc(C(=O)NCCCN3CCOCC3)no2)c1	-4	2	-2	0	103	103	9	-5	8
Cc1ccc(OCCn2ccnc2)c([N+](=O)[O-])c1	1	21	-3	2	108	136*	-11	2	4
COc1ccc(CCN(C)C2CCCN(S(=O)(=O)C(C)C)C2)cc1OC (stereo not drawn)	-4	1	-2	2	103	102	6	15	3
CCn1c(C)nc2c(C)[n+](CC(=O)c3ccc(Br)cc3)ccc21	5	-2	0	-8	112	105	-24	11	18
O=C1NCCN/C1=C\C(=O)c1cccc(Br)c1	3	9	1	1	105	98	-22	-2	0
NC(=O)CC(NC(=O)Cc1ccc(Br)cc1)c1ccc(N2CCC(N3CCCCC3)CC2)c([N+](=O)[O-])c1 (stereo not drawn)	1	-2	3	7	98	104	15	-1	8
Cc1ccc(NC(=O)Cc2nnc(SCC(=O)Nc3nncs3)n2C)cc1	-5	-3	5	-2	97	100	28	-3	1
O=C(Oc1ccc(-n2cnnn2)cc1)c1ccccc1	2	-12	6	-2	90	85	-4	7	8
Remaining list, next part.
SMILES	IDE inh	MEKK2 mut-MEK5	IDE act	PfM18AAP inh	MEKK3 PB1 HTS	MEKK2wt PB1 HTS	NALP1 inh	p-CIP stab down	UBC9 SUMO inh
Cc1cc(S(=O)(=O)Nc2ccc(C(=O)NCC(C)(C)N3CCOCC3)cc2)ccc1F	3	4	-2	3	96	99	2	0	2
Cc1ccc(CSc2ncnc3c2cnn3Cc2ccccc2)cc1	4	-1	3	9	101	100	18	19	-3
CCc1nc(SCC(=O)NC2CCCC2)c2c(=O)n(C)c(=O)n(C)c2n1	2	5	7	1	100	104	1	-9	-1
O=C(COc1ccccc1[N+](=O)[O-])N/N=C/c1ccc(OC(=O)c2ccco2)cc1	11	0	0	-5	139*	103	19	4	5
NC(=S)c1ccc(C(N)=S)o1	3	1	-2	8	104	101	-14	4	27
COc1cccc(OCc2cc(C(=O)NCCc3cccc(C)n3)no2)c1	-4	5	0	-4	99	99	3	-4	14
CC1(C)CC2(C)OC(=N)C1(C#N)C2(C#N)C#N (stereo not drawn)	3	4	-1	-17	103	102	9	-25	9
COc1ccc(C(C(=O)NC2CCCC2)N(Cc2cccnc2)C(=O)Cc2cccs2)c(OC)c1 (stereo not drawn)	5	-2	4	1	101	101	12	6	-10
COc1ccc(OC)c(CNC(=O)c2nn(C)c3c2CS(=O)(=O)c2ccccc2-3)c1	-2	-10	1	1	94	91	16	-4	3
O=C(Cc1ccccc1F)Nc1nc2ccccc2[nH]1	-2	3	-2	-1	98	106	10	1	6
COc1ccc(CNC(=O)C2CCN(S(C)(=O)=O)CC2)cc1	-3	-16	6	-6	39*[inhibitor]	42*[inhibitor]	-12	10	5
CC(C)/C=N\NC(=O)CCCCC(=O)N/N=C/C(C)C	-1	1	7	-6	99	103	11	1	-5
CCC(CC)NC(=O)c1cccc([N+](=O)[O-])c1C	-6	-3	4	4	93	90	35	-3	12
CCC(C)c1ccc(S(=O)(=O)N2CCN(C(=O)COc3ccc4c(C)cc(=O)oc4c3)CC2)cc1 (stereo not drawn)	0	-2	-1	-7	96	92	19	-10	1
COc1ccc(-c2cnc3nc(/N=C/N(C)C)nn3c2/N=C/N(C)C)cc1	5	-3	5	1	100	93	8	8	0
Cc1nc(NCCc2ccc(F)cc2)c(C#N)c(C)c1[N+](=O)[O-]	9	36	0	-4	104	115	28	-10	16
Cc1ccc(CNC(C)(C)CO)cc1	1	-1	-1	0	93	93	29	3	-2
O=S(=O)(c1ccc(NC(=S)Nc2ccc(OC(F)F)cc2)cc1)N1CCOCC1	0	0	5	-4	101	104	16	-5	-4
Cc1ccc(NC(=O)C2CC(=O)N/C(=N/N=C/c3ccco3)S2)cc1C (stereo not drawn)	12	16	6	-7	101	94	30	-1	2
NNc1nc2ccc(Cl)cc2s1	5	0	-2	10	132*	105	21	-6	-12
Cc1ccc2c(c1)cc(CN(Cc1ccc3c(c1)OCO3)C(=O)c1cnccn1)c1nnnn12	6	-2	0	-16	98	92	4	11	-6
Cc1cc(NC(=O)CCC(=O)N(c2ccccc2)C2(C(=O)NC3CCCCC3)CCCC2)no1	3	·	3	0	·	·	2	0	1
NC(=S)N=Nc1c(O)n(CCCl)c2ccc(Cl)cc12	-4	-3	-1	8	104	97	12	1	-2

Assay outcomes deposited in PubChem by several laboratories.
